From PubChem BioAssay
LDHA block = inhibitors of human lactate dehydrogenase A; purified LDHA, NADH/diaphorase-resazurin fluorescence; active compounds read low; activity change, % (values are at about 110 or 230 µM); 0.15% of 480,000 active; AID 1347041; in the data active = activity change below about -30%; inconclusive = mostly about -25% to -30%;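 note: plate controls were DMSO wells for no effect and wells without enzyme for full effect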
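Remaining NADH was detected by diaphorase (0.133 mg/mL) converting 37 µM resazurin to fluorescent resorufin, read at 0 and 20 minutes. The preceding 5-minute room-temperature reaction used 2 nM LDHA, 0.2 mM sodium pyruvate and 0.06 mM NADH at pH 7.4.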
IDH1 R132H inh = blocks human mutant IDH1 R132H enzyme. O75874. IDH1-R132H enzyme, NADPH consumption, diaphorase/resazurin fluorescence. Potency, µM (titrated, usually from 76.6 µM), for the others: top-dose activity change, negative = inhibition, hits mostly inhibitors. 0.093% of 390,000 active; note: potency is the fitted concentration of half-maximal effect; % is set by controls: 0 for no effect and ±100 for the full control effect; nearly all actives have a fitted effect of over 65% in size
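IDH1-R132H (0.5 ug/mL) preincubated 30 min with compound, then NADPH (0.016 mM) and alpha-KG (2 mM) added; 80 min at RT, pH 7.5. Remaining NADPH coupled via diaphorase/resazurin to fluorescence (540/590 nm); concentration-response curves normalized to no-enzyme control.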
Glioma ERSR ind = ER stress response induction in glioma; U87-MG GRP78 promoter luciferase reporter, 16 h; Potency, µM, for the others: top-dose activation, hits mostly activators; 0.02% of 420,000 active; note: potency is the fitted concentration of half-maximal effect; series mostly up to about 76 µM; % of control where 0% means no effect; nearly all actives have a fitted effect of over 35% in size
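Stably transfected U87-MG glioma cells carrying a GRP78-based luciferase sensor; 16 h compound incubation. Luminescence end-point read 10 min after Bright-Glo addition at room temperature.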
TrxR1 substrate = substrates of rat thioredoxin reductase 1 | O89049 | purified TrxR1 substrate turnover, NADPH consumption readout | Potency, µM (series often up to 114 µM), for the others: at the top dose activity change, negative = substrate turnover | 0.01% of 390,000 active; note: potency is the fitted concentration of half-maximal effect; % is set by controls: 0 for no effect and ±100 for the full control effect; nearly all actives have a fitted effect of over 50% in size
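Rat TrxR1, dispensed at 90 nM, was prereduced with 400 uM NADPH (final) for 5 min at ~22 deg C, then incubated with compound 15 min before 400 uM selenite. A first-read NADPH fluorescence drop versus no-compound background flagged substrates.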
USP1-UAF1 inh = inhibitors of human USP1/UAF1 deubiquitinase. O94782. recombinant USP1/UAF1, Ub-Rhodamine cleavage fluorescence. AID 743255. Potency, µM (titrated, usually from 57.1 µM), for the others: at the highest dose activity change, negative = inhibition, hits mostly inhibitors. 0.23% of 390,000 active; note: potency is the fitted concentration of half-maximal effect; % is set by controls: 0 for no effect and ±100 for the full control effect; nearly all actives have a fitted effect of over 60% in size; inactives centre near -12
Target sequence (O94782 whole entry, looked up): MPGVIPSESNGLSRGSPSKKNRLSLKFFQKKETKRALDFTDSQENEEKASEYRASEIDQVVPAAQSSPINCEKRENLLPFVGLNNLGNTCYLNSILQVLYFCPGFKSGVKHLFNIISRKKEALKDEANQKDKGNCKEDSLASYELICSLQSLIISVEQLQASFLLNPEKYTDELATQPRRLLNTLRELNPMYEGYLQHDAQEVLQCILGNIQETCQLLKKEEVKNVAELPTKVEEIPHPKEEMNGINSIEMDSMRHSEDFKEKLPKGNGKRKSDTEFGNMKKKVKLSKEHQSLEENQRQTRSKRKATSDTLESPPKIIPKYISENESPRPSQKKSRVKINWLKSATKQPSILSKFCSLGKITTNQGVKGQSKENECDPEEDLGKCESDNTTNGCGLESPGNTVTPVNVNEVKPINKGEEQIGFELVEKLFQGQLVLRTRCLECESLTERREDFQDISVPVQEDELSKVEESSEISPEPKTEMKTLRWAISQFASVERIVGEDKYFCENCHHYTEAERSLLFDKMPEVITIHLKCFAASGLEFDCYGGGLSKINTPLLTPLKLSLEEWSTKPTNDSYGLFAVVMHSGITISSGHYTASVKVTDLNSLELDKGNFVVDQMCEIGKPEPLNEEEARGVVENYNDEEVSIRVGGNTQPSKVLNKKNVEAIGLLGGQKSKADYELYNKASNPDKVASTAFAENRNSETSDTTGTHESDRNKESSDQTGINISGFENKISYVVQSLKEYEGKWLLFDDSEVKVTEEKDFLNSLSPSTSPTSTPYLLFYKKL
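1 nM enzyme complex + cpd, 15 min RT; start with Ub-Rho 150nM final; kinetic fluorescence ex 480/em 540, 6 reads q60 s. Buffer 50mM HEPES pH 7.8, 0.5mM EDTA, 0.1 mg/ml BSA, 1mM TCEP, 0.01% Tween-20.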
Vif-A3F inh = blocks the Vif interaction with APOBEC3F | HeLa A3F-eYFP + Vif (tagged APOBEC3F with the HIV-1 protein that degrades it), YFP fluorescence increase | Potency, µM (series often up to 46.1 µM), inactives show at the top dose activity, negative = active | 0.2% of 390,000 active | AID 602313; note: potency is the fitted concentration of half-maximal effect; % of control where 0% means no effect; nearly all actives have a fitted effect of over 65% in size
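HeLa cells stably expressing Vif plus C-terminally eYFP-tagged A3F were seeded, incubated overnight at 37 deg C, dosed with compound, incubated overnight again at 37 deg C. Yellow fluorescence (Ex 488/Em 500-530) reported blocked Vif-mediated A3F-eYFP degradation.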
PI4K2A inh = inhibitors of human PI4K2A. Q9BTU6. purified PI4K2A, ADP-Glo luminescence, 1 h; active compounds read low. activity change, negative = inhibition, % at 76.9 µM. 0.13% of 420,000 active; in the data active = activity change below about -50%; inconclusive = mostly about -30% to -49%;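 note: -100% = wells without enzyme as full effect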
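In this quantitative HTS, ADP production by PI4K2A was quantified luminescently after 1 h at ambient temperature; 100 microM adenosine served as plate-quality control.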
Vif-A3G inh = inhibitors of Vif-APOBEC3G interaction | 0.076% of 410,000 active | Q9HC16 | HeLa A3G-eYFP + Vif (tagged APOBEC3G with the HIV-1 protein that degrades it), YFP fluorescence, overnight | AID 602310 | Potency, µM (highest dose often 46.1 µM), inactives show top-dose activity, negative = active, actives largely listed as inhibitors;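 note: potency is the fitted concentration of half-maximal effect; % is set by controls: 0 for no effect and ±100 for the full control effect; nearly all actives have a fitted effect of over 60% in size; hits raise eYFP signal because A3G escapes Vif-driven loss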
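HeLa cells stably expressing Vif and C-terminally eYFP-tagged A3G, seeded overnight at 37 deg C, then exposed to compound by pintool overnight at 37 deg C. Rise in yellow fluorescence (Ex 488/Em 500-530, Acumen) marks blocked Vif-driven A3G degradation.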
RXFP1 ag = RXFP1 (human) receptor agonism; Q9HBX9; HEK293T-RXFP1 cAMP TR-FRET, 30 min; response scale: percent of porcine relaxin response, buffer zero; Potency, µM (highest dose often 57.5 µM), inactives show at the highest dose activation, actives largely listed as activators; 0.3% of 370,000 active; AID 2676; note: potency is the fitted concentration of half-maximal effect; % is set by controls: 0 for no effect and ±100 for the full control effect; nearly all actives have a fitted effect of over 60% in size; many of its hits are not listed in these tables
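cAMP rise read by TR-FRET after 30 min, 37C compound exposure (up to 58 uM) in RXFP1-transfected HEK293 cells with Ro 20174 present. EC50 from Hill-equation fits, with 29 nM porcine relaxin as 100% and buffer as basal.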
Active calls of the source: *; ? = inconclusive; · = not tested or not shown; & = joins results of further samples; [ ] = another dose, or the depositor's remark. Unless noted, calls come from the whole dose curve; as a rule, active = well fitted curve in the direction sought with a large enough effect; inconclusive = small, poorly fitted or top-dose-only effect, or another doubt; inactive = no such curve, though single readings can be large; an effect the other way counts as inactive or inconclusive.

1: O=C(O)c1cccc(S(=O)(=O)NCc2cccs2)c1
2: O=C(NC1(C(F)(F)F)NC(=O)N(Cc2cccnc2)C1=O)c1ccc(F)cc1 (stereo not drawn)
3: CCOC(=O)C1CCCN(S(=O)(=O)Cc2ccccc2)C1 (stereo not drawn)
4: Cc1ccc(S(=O)(=O)Nc2ccccc2C(=O)NCC2CCCO2)cc1 (stereo not drawn)
5: CCOC(=O)C1CCN(S(=O)(=O)c2ccc(OC)c(Cl)c2)CC1
6: Cc1nc2c(c(C)c1C#N)C(=O)c1ccccc1-2
7: N#Cc1nc(/C=C/c2ccc(F)cc2)oc1NCc1ccc(F)cc1
8: CC[C@@H]1CN(C)[C@H]2Cc3c([nH]c4ccccc34)C(=O)C[C@@H]1[C@@H]2C(=O)OC

assay / entry	1	2	3	4	5	6	7	8
LDHA block	-2	-2	-5	-6	-2	-1	4&-20	5
IDH1 R132H inh	-5%	0%	7%	0%	9%	7%	-17%	-8%
Glioma ERSR ind	-5%	-1%	-3%	-3%	2%	-1%	-1%	1%
TrxR1 substrate	5%[11.4 µM]	1%	6%	16%	-20%[57.1 µM]	8%[57.1 µM]	194%[activator]	10%
USP1-UAF1 inh	-22%	-7%	-11%	-8%	-10%	-1%	-11%	-8%
Vif-A3F inh	-1%	7%	-6%	-10%	-4%	1%	4%	6%
PI4K2A inh	6	2	3	3	1	-3	0	-1
Vif-A3G inh	-2%	1%	-6%	0%	1%	-2%	7%	1%
RXFP1 ag	1.4%	-0.5%	2.3%	-1.8%	-0.3%	0.9%	13%	·

9: CN1C2=C(C#N)C(c3ccccc3)(C(F)(F)F)NC(=O)N2c2ccccc21 (stereo not drawn)
10: COc1c(C)cccc1C(=O)Nc1ccc(N2CCOCC2)c(Cl)c1
11: COc1ccccc1OC(C)c1nnc(SCC(=O)Nc2c(C)n(C)n(-c3ccccc3)c2=O)n1-c1ccccc1 (stereo not drawn)
12: COc1ccc(C(=O)NCC(=O)N2CC=C(c3ccccc3)CC2)cc1OC
13: Cc1ccccc1OC(C)C(=O)Nc1ccc(S(=O)(=O)Nc2nccs2)cc1 (stereo not drawn)
14: CCCN1CCN(c2ncnc3sc(C(=O)Nc4ccc(N(CC)CC)cc4C)c(C)c23)CC1
15: CCc1ccc(C(=O)OCC(=O)N(CCOC)c2c(N)n(Cc3ccccc3)c(=O)[nH]c2=O)cc1
16: CCOc1ccccc1C1CC(c2ccc(Br)cc2)Nc2nc(N)nn21 (stereo not drawn)

assay / entry	9	10	11	12	13	14	15	16
LDHA block	-1	-5	0	-19	-2	1	-3	-2
IDH1 R132H inh	5%	29%	0%	-10%	1%	13%	4%	1%
Glioma ERSR ind	-3%	-1%	-2%	-4%	-2%	-3%	-2%	-8%
TrxR1 substrate	12%	16%[57.1 µM]	-5%	-1%	2%	-27%[57.1 µM]	-6%	3%
USP1-UAF1 inh	-19%	-14%	1%	-5%	-4%	-4%	-18%	-25%
Vif-A3F inh	0%	-6%	-20%	-2%	?	7%	2%	-9%
PI4K2A inh	0	-13	-2	-4	4	1	5	6
Vif-A3G inh	0%	-1%	-2%	?	0%	8%	0%	?
RXFP1 ag	-0.5%	0.4%	1.8%	2.9%	2.7%	1.4%	1.5%	0.1%

17: Cc1ccc(S(=O)(=O)N2CCN(C(=O)c3ccccc3-c3nc4ccccc4s3)CC2)c(C)c1
18: CCCCC(=O)Nc1ccc(C(N)=O)cc1
19: COc1ccc(OC)c(-c2cc(C(=O)N/N=C(\C)c3cccnc3)c3ccccc3n2)c1
20: CCN(CC)S(=O)(=O)c1ccc(N2CC(C(=O)N3CCOCC3)CC2=O)cc1 (stereo not drawn)
21: CCN(CC)CCN1C(=O)C(=O)/C(=C(/O)c2ccc3c(c2)CC(C)O3)C1c1ccc(OC)cc1 (stereo not drawn)
22: O=C(O)COc1ccc2nsnc2c1Cl
23: COc1ccccc1N1CCN(C(=O)c2cnn(C(C)(C)C)c2C2CCN(C(=O)OC(C)(C)C)CC2)CC1
24: Cc1cnc(NC(=O)CSc2nnc(-c3ccccc3)n2Cc2ccccc2)s1

assay / entry	17	18	19	20	21	22	23	24
LDHA block	-4	-6	-2	-1	-16	-5	7	-7
IDH1 R132H inh	-3%	3%	-14%	7%	-5%	0%	0%	3%
Glioma ERSR ind	-4%	-2%	3%	-5%	-1%	-4%	-3%	-6%
TrxR1 substrate	-2%	-5%	-4%	1%	-18%	126%[activator]	-4%	1%[57.1 µM]
USP1-UAF1 inh	0%	-1%	-27%	-6%	-9%	-11%	-5%	-6%
Vif-A3F inh	-10%	0%	-3%	-21%	18%	3%	-1%	-5%
PI4K2A inh	2	4	-3	0	14	2	-3	3
Vif-A3G inh	0%	0%	0%	-1%	-4%	0%	-2%	-8%
RXFP1 ag	2.2%	0.3%	0.0%	2.3%	4.3%	8.4%	2.1%	4.2%

25: CN1OC[C@@H]2CN(Cc3ccccc3)[C@H](c3ccc(-n4ccnc4)cc3)C[C@@H]21
26: Cc1ccc(Cl)c(OCC(=O)NCc2ccco2)c1
27: O=C(CSc1nc(=O)n2ccccc2n1)Nc1cccc2ccccc12
28: Cc1cc(/C=N\NC(=O)CC(=O)NC2CCCCC2)c(C)n1-c1ccc(Cl)cc1
29: Cc1cc(Oc2ccc(Cl)cc2)nc(SCC(=O)c2ccccc2)n1
30: CCOc1ccc(NC(=O)c2sc(N3CCOCC3)nc2-c2ccccc2)cc1
31: Cc1ccc(-c2nc3cc(Cl)ccc3o2)cc1
32: COCCNC(=O)c1ccc(-c2ccc(OC)cc2C)c2ccoc12

assay / entry	25	26	27	28	29	30	31	32
LDHA block	1	1	2	0	1	-4	-1	-3
IDH1 R132H inh	·	0%	3%	-2%	9%	-6%	0%	·
Glioma ERSR ind	-2%	5%	1%	-5%	-4%	-4%	-2%	1%
TrxR1 substrate	·	0%	-2%	2%	-2%	0%[57.1 µM]	15%	·
USP1-UAF1 inh	·	-11%	-22%	-18%	-12%	-6%	-3%	·
Vif-A3F inh	·	-14%	6%	5%	-9%	-3%	-9%	·
PI4K2A inh	-3	-2	0	-4	0	1	0	-14
Vif-A3G inh	-12%	3%	5%	1%	-1%	-5%	0%	1%
RXFP1 ag	·	-1.3%	22%	0.5%	-0.3%	-0.4%	-2.2%	·

Seven entries from above, as a markdown table:
| # | compound | LDHA block | IDH1 R132H inh | Glioma ERSR ind | TrxR1 substrate | USP1-UAF1 inh | Vif-A3F inh | PI4K2A inh | Vif-A3G inh | RXFP1 ag |
| --- | --- | --- | --- | --- | --- | --- | --- | --- | --- | --- |
| 26 | Cc1ccc(Cl)c(OCC(=O)NCc2ccco2)c1 | 1 | 0% | 5% | 0% | -11% | -14% | -2 | 3% | -1.3% |
| 27 | O=C(CSc1nc(=O)n2ccccc2n1)Nc1cccc2ccccc12 | 2 | 3% | 1% | -2% | -22% | 6% | 0 | 5% | 22% |
| 28 | Cc1cc(/C=N\NC(=O)CC(=O)NC2CCCCC2)c(C)n1-c1ccc(Cl)cc1 | 0 | -2% | -5% | 2% | -18% | 5% | -4 | 1% | 0.5% |
| 29 | Cc1cc(Oc2ccc(Cl)cc2)nc(SCC(=O)c2ccccc2)n1 | 1 | 9% | -4% | -2% | -12% | -9% | 0 | -1% | -0.3% |
| 30 | CCOc1ccc(NC(=O)c2sc(N3CCOCC3)nc2-c2ccccc2)cc1 | -4 | -6% | -4% | 0%[57.1 µM] | -6% | -3% | 1 | -5% | -0.4% |
| 31 | Cc1ccc(-c2nc3cc(Cl)ccc3o2)cc1 | -1 | 0% | -2% | 15% | -3% | -9% | 0 | 0% | -2.2% |
| 32 | COCCNC(=O)c1ccc(-c2ccc(OC)cc2C)c2ccoc12 | -3 | · | 1% | · | · | · | -14 | 1% | · |

Going on with the list.
33: Cc1cnc(C(=O)OCC(=O)N(Cc2ccccc2)C(C)(C)C)cn1
34: Nc1nc(NC(=O)C(Cl)(Cl)Cl)nn1-c1ccccc1
35: Cc1ccc(-c2ccc(/C=N/c3ncn[nH]3)o2)cc1Cl
36: CC(=O)N1CCc2[nH]c3ccccc3c2C1
37: Cc1ccc(/C=C/C(=O)Nc2nn[nH]n2)o1
38: COc1cccc(CC(=O)OC(C)C(=O)Nc2ccc(Cl)cn2)c1 (stereo not drawn)
39: COCCNC(=O)Cn1nc(-c2ccccc2F)ccc1=O
40: Cc1ccc(S(=O)(=O)NNC(=O)CC#N)cc1

assay / entry	33	34	35	36	37	38	39	40
LDHA block	-2	-7	-6	-5	1	-7	-1	5
IDH1 R132H inh	1%	-1%	1%	15%	-2%	3%	7%	1%
Glioma ERSR ind	-5%	-1%	5%	-1%	-2%	-4%	-3%	-2%
TrxR1 substrate	7%[11.4 µM]	-11%	3%	4%	-19%	-2%	4%	-3%
USP1-UAF1 inh	-6%	-5%	-30%	-2%	-8%	-6%	-15%	24%
Vif-A3F inh	7%	0%	-8%	-3%	-4%	4%	-18%	1%
PI4K2A inh	-1	4	0	3	2	1	2	-1
Vif-A3G inh	2%	1%	1%	6%	-1%	-4%	1%	1%
RXFP1 ag	·	1.7%	4.6%	0.3%	0.5%	-0.1%	-0.5%	-2.4%

The list is partial, so the mix of outcomes need not match the whole.
